# Compound activity: PubChem, NCI
# All columns: NCI-60 one-dose screen, growth in % after 48 h at 10 µM unless noted; 100 = growth as untreated, 0 = no growth, -100 = all killed.
# HL-60(TB) – HL-60(TB) leukemia cells; 78,000 compounds, 9% hits; active means growth percent below 10
# * = called active by the depositor; & = joins results of further samples. A portion of the library; count on the stated rates, not on these rows.
No.	mol	HL-60(TB)
1	CC(=O)OC[C@@]1(C)C2CC[C@]3(C)C(CC=C4C5CC(C)(C)CC[C@]5(C(=O)Nc5ccccc5)CC[C@]43C)[C@@]2(C)C[C@@H](OC(C)=O)[C@@H]1OC(C)=O (stereo partly drawn)	23
2	Cc1ccc(S(=O)(=O)N/N=C/C2(c3ccccc3)CC2)cc1	99
3	Clc1nc(NCCc2ccccc2)c2cn[nH]c2n1	97
4	Cc1cccc2c3c(sc12)C(c1ccc(F)cc1)c1c(nc(CC(=O)Nc2ccccc2)[nH]c1=O)O3 (stereo not drawn)	97
5	CCO[C@H]1CC[C@@]2(C)C(=CC[C@H]3[C@@H]4CC[C@H]([C@H](C)CCCC(C)C)[C@@]4(C)CC[C@@H]32)C1	99
6	CN1C(=O)N(C)C2(c3ccccc3)N(CC(=O)NCCc3c[nH]c4ccccc34)C(=O)NC12c1ccccc1 (stereo not drawn)	99
7	CS(=O)(=O)Nc1cccc(-c2ccc3ncnc(Nc4cncc(Cl)c4)c3c2)c1	35
8	N#C/C(=C\c1ccc(F)cc1)C(=O)Nc1ncc(Cc2ccc(Cl)c(Cl)c2)s1	99
9	CCN(CC)CCOc1ccc(Cl)c(C)c1	113
10	Nc1c(C(=O)Nc2ccccc2)sc2nc3c(cc12)CN(Cc1ccccc1)CC3	83
11	O=c1oc2ccc(Br)cc2c(=O)n1-c1ccc(I)cc1F	-49*
12	COc1ccc(/C(C)=N\NC(N)=S)cc1OC	77

# Overlap with the part before: 3 entries; new compounds follow.
No.	mol	HL-60(TB)
10	Nc1c(C(=O)Nc2ccccc2)sc2nc3c(cc12)CN(Cc1ccccc1)CC3	83
11	O=c1oc2ccc(Br)cc2c(=O)n1-c1ccc(I)cc1F	-49*
12	COc1ccc(/C(C)=N\NC(N)=S)cc1OC	77
13	O=C(Nc1ccc(C2=NCCN2)cc1)c1cccc(C(=O)Nc2ccc(C3=NCCN3)cc2)c1	121
14	COc1ccc(/C=C2\N=C(c3ccccc3)N(C(=O)c3ccc(O)cc3)NC2=O)cc1	11
15	COc1ccc(-c2csc(NC(=O)CSc3nc(N)cc(=O)[nH]3)n2)cc1	97
16	N=C1N=C(N)C2(CCCC2)/C1=C1\Nc2ccccc2S1	92
17	COc1cc(-c2csc(NC(=O)Nc3ccc(C(F)(F)F)cc3)n2)cc(OC)c1OC	-14*
18	CC(=O)/C=C/c1cc2cc(C)ccc2[nH]c1=O	64
19	CCCCN=C(NCCCC)C(c1ccccc1)c1ccccc1	81
20	COc1ccc(-c2cnc3sc(C(=O)NNC(=O)c4ccc(C)cc4)c(C)n23)cc1	101
21	C=C(C)C(=O)OCCCCCCC	115
22	CN1CCN(c2nc(-c3cn4ccsc4n3)cc3ccccc23)CC1	101
23	NC(CO)(CO)c1ccccc1	119
24	Cc1ccc(C(C)C)c(O)c1O	60

# Exported with each value named: part of the list above
19) CCCCN=C(NCCCC)C(c1ccccc1)c1ccccc1
- HL-60(TB): 81
20) COc1ccc(-c2cnc3sc(C(=O)NNC(=O)c4ccc(C)cc4)c(C)n23)cc1
- HL-60(TB): 101
21) C=C(C)C(=O)OCCCCCCC
- HL-60(TB): 115
22) CN1CCN(c2nc(-c3cn4ccsc4n3)cc3ccccc23)CC1
- HL-60(TB): 101

# Following part:
No.	mol	HL-60(TB)
25	CCN(CC)CCC(CNc1ccnc2cc(Cl)ccc12)c1ccccc1 (stereo not drawn)	59
26	O=C(NCc1ccccc1)NC1(C(=O)N2CCC(c3nc4ccccc4[nH]3)CC2)CCCC1	97
27	CN(C)c1ccc(/C=C2/C=C(c3ccc4c(c3)CCCC4)OC2=O)cc1	91
28	CCCCC#CC(=O)OCC	103
29	O=C(CCN1CC=C(c2ccccc2)CC1)NCc1ccccc1	102
30	CCCCCCCCOc1ccc(/C=N/Nc2cc(C)nc3ccc(Cl)cc23)cc1	13
31	NC(N)=Nc1ccc(Oc2cccc(Nc3cccc(C(F)(F)F)c3)c2)cn1	-64*
32	N#Cc1cccc(Cc2cnc(N3CCc4c(Cl)cc(C#N)cc4C3)s2)c1	41
33	COc1cccc2cc(/C(C)=N/NC(=O)CC#N)oc12	76
34	CCCCCCCC[C@H]1C=CC(=O)N1CCCCCCC(=O)OC	100
35	COc1ccc(-c2cc(C(=O)Oc3ccc(C=O)cc3OC)nn2-c2ccc(S(C)(=O)=O)cc2)cc1OC	101
36	Cc1ccc(S(=O)(=O)Nc2sccc2-c2nc(-c3ccccc3)no2)cc1	105
37	O=C(O)CCNCCO	120
38	NC(=O)CN1C(=O)C2C3CCC(C3)C2C1=O (stereo not drawn)	94
39	C[N+]1(Cc2csc(-c3ccc(Cl)cc3)n2)CCCC1	86
40	O=c1c2ccccc2ncn1-c1ccc(Cl)cc1Cl	78
41	N/N=C\c1cnnc2ccccc12	109
42	O=C1Nc2ccc(Cl)cc2/C1=C/c1ccc(OCC(=O)c2ccccc2)cc1	108
43	CCSC(=O)Nc1c[nH]c(=O)[nH]c1=O	93
44	Cc1cc(NC(=O)c2cnc(N3CCN(CCOCCOCCOCCOCCC(=O)N[C@H](C(=O)N4C[C@H](O)C[C@H]4C(=O)N[C@@H](C)c4ccc(-c5scnc5C)cc4)C(C)(C)C)CC3)cn2)c2ncccc2c1	-21*
45	Clc1ccc(NC2=NCCS2)cc1Cl	95
46	COc1cc(OC)c2c(c1)c1nc3cc(C)c(C)cc3nc1n2CCN(C)C	103
47	CC(C)CCC(=O)c1ccco1	98
48	O=C1COc2ccccc2C(=O)N1CCCCN1CCCCC1	75
49	COc1ccc(-c2cc(-c3nnc(SCC(=O)Nc4ccc(C(C)=O)cc4)o3)c3ccccc3n2)cc1OC	55
50	COc1cc2nc(Cl)nc(Nc3cccc(C(=O)/C=C/c4ccccc4)c3)c2cc1OC	70
51	CCCC1(CC)C(=O)NC(=O)N=C1N (stereo not drawn)	95
52	O=C(N=Nc1c(O)[nH]c2ccc(OC(F)(F)F)cc12)c1cc2ccccc2[nH]1	89
53	CC1=C(CNO)C2=C(C)C3(CC3)[C@@](C)(O)C(=O)C2=C1	8.1*
54	Cc1cccc([N+](=O)[O-])c1I	143
55	CCOC(=O)/C(C)=N\Nc1ccc(Cl)cc1	104
56	O=C(O)CCC/C=C\C[C@H]1C=CC(=O)/C1=C/C[C@@H](O)C/C=C\CC(F)(F)F	94
57	COc1ccc(/C=C(/NC(=O)c2ccccc2)C(=O)Nc2ccc(S(N)(=O)=O)cc2)cc1OC	101
58	CC(C)(C)c1cc(C[P+](c2ccc(Cl)cc2)(c2ccc(Cl)cc2)c2ccc(Cl)cc2)cc(C(C)(C)C)c1O	3.1*
59	Cc1ccc(S(=O)(=O)SCCCSS(=O)(=O)c2ccc(C)cc2)cc1	97
60	COc1ccc(C(=O)/C=C/c2ccccn2)c(O)c1	23
61	COc1ccc(C(=O)O)c(O)c1OC	97
62	O=C1CC2(CCCCC2)CC(=O)N1	85
63	C=C(C(=O)c1ccccc1)C(NC(C)(C)C)c1ccccc1 (stereo not drawn)	-15*
64	CCOC(=O)C1CSCCC1=O (stereo not drawn)	90
65	Nc1ncc(Cl)cn1	94
66	COc1cc(Cn2cc(CNC(=O)c3cccnc3Nc3ccc(OC)cc3OC)nn2)cc(OC)c1	99
67	COc1ccc(NC(=O)CSc2nnc(-c3cc(-c4ccc(Cl)cc4)nc4ccccc34)n2-c2ccccc2)cc1	89
68	CCOc1cccc(N(CC)CC)c1	99
69	CSc1ccc(/C(=N/NC(N)=S)c2ccccc2)cc1	95
70	C(=N\Nc1ncnc2sc3c(c12)CCNC3)/c1cccc2ccccc12	99
71	C=C(C)[C@@H]1CC=C2c3sc(Nc4ccccc4C(F)(F)F)nc3C[C@@H](C)[C@]2(C)C1	81
72	Cn1c(=O)c2c(nc(NCCc3ccc(O)c(O)c3)n2CCc2ccccc2)n(C)c1=O	82
73	Cc1ccc(/C=C2/C(=O)/C(=C/c3ccc(C)cc3)C3CCC2N3C)cc1	40
74	Cc1nc2sc(C(=O)Nc3cccc4ccccc34)c(N)c2cc1C(O)c1ccccc1 (stereo not drawn)	-55*
75	O=C1CCCCN1CCCCC#Cc1ccccc1C#Cc1ccccn1	78
76	NC1=NC(=O)c2c3c(nc(N)c21)CCCCC3	49
77	C/C=C(\C)C(C(=O)NC1CCCCC1)N(C(=O)C1CCc2cc(F)ccc2O1)c1ccc(F)c(Cl)c1 (stereo not drawn)	72
78	CCNc1nc(Cl)nc(-c2cn(-c3ccccc3)c3ccccc23)n1	90
79	Cc1nc2ccccn2c1C(Nc1nc(-c2ccccc2)cs1)c1ccc(Br)cc1 (stereo not drawn)	91
80	CSc1ccc(NC(=O)c2ccc3nnn(/C(C#N)=C/c4ccccn4)c3c2)cc1	2.9*
81	COc1ccc(/C=C/C(=O)c2nnn(-c3ccc(Br)cc3)c2C)cc1OC	47
82	Clc1cccc(Cl)c1Cn1c(-c2cncs2)nc2ccccc21	57
83	Cc1ccncc1/C=N/O	79
84	O=C(O)CCN1C(=O)CCSC1=S	99

# Next section.
No.	mol	HL-60(TB)
85	C=C1C[C@H]2[C@@H]3C=C(C)C4=CC(=O)CC[C@]4(C)[C@H]3CC[C@]2(C)[C@@]1(OC(C)=O)C(C)=O	115
86	Cc1ccc(C2C(C(=O)c3ccco3)=C(O)C(=O)N2CCCN2CCOCC2)o1 (stereo not drawn)	83
87	COc1ccc(-c2nn(-c3cccc(NS(=O)(=O)c4ccc(C)cc4)c3)cc2-c2ccncc2)cc1Cl	104
88	COC(=O)[C@]12CC[C@@H](C)[C@H](C)[C@@H]1C1=CC[C@@H]3[C@@](C)(CC#N)C4=C(C[C@@]3(C)[C@]1(C)CC2)OC[C@]4(C)C=O	-11*
89	CCOC(=O)c1c2c(c(C)n1C)-c1oncc1CC2	84
90	O=C1NC(=O)C(c2cc(-c3cc4ccccc4[nH]3)no2)C(=O)N1	95
91	COc1cc2ccccc2oc1=O	99
92	Cc1cccc(-c2ccccc2Oc2ccc3nnc(Cl)n3n2)c1	108
93	C=C1C(=O)O[C@@H]([C@H](C)CCCC(C)=O)[C@@H]2O[C@H]([C@@]3(C)CCC(=O)O3)C[C@@H]12	99
94	COc1cc(OC)cc(C(=O)Nc2ccc(CN3CCc4nc5cc(OC)c(OC)cc5cc43)cc2)c1	101
95	CCOC(=O)c1csc(NC(=O)c2ccc(Nc3ccc([N+](=O)[O-])cc3C)c([N+](=O)[O-])c2)n1	100
96	COc1ccc(C(=O)c2sc3nc(-c4cccs4)ccc3c2N)cc1OC	23
97	CC[C@H](NC(=O)[C@H]1CCCCN1C)C(=O)N(C)[C@H](C[C@@H](OC(C)=O)c1nc(C(=O)N[C@@H](Cc2ccccc2)C[C@H](C)C(=O)O)cs1)C(C)C	-22*
98	c1ccc2oc(-c3ccc(CCC4CC4)cc3)cc2c1	104
99	CCCCCCNC(=O)Oc1ccc(/C(=C(/C)Cc2ccc(OC)cc2)c2ccc(OCCN(C)C)cc2)cc1	47
100	Cn1c(=S)c2[nH]c(SCCC(C)(C)C)nc2n(C)c1=O	63
101	NS(=O)(=O)c1ccc(N2CC(c3nc4ccccc4[nH]3)CC2=O)cc1 (stereo not drawn)	99
102	CC(C)C1=C[C@@]23CC[C@H]4[C@](C)(CO)CCC[C@]4(C)[C@H]2C[C@@H]1[C@@H]1[C@H]3[C@@H](OCCCN)CC[C@@H]1OCCCN	93
103	CC(=O)O[C@H]1CC[C@@]2(C=O)C(=CC[C@@H]3[C@@H]2CC[C@]2(C)C(=O)CC[C@@H]32)C1	113
104	COc1ccc(NC(=O)n2nc(/C=C\c3ccc(O)c(OC)c3)cc2/C=C\c2ccc(O)c(OC)c2)cc1	5.3*
105	Clc1ccc(CSSC(Cl)(Cl)Cl)cc1	90
106	Cc1ccc(C(=O)NNC(=O)c2ccc3ccccc3c2)cc1	72
107	COc1ccc(/C=C2\CN(C)Cc3c2[nH]c(=O)c(C#N)c3-c2ccc(OC)c(OC)c2)cc1OC	79
108	CC(=O)NCCc1ccccc1	102
109	O=C(c1ccc(F)cc1)C1CCN(CCCn2c(=O)[nH]c3ccccc32)CC1	96
110	COc1cc2c(cc1O)[C@H]1[C@H](c3ccccc3Cl)OC(=O)N1CC2	110
111	O=C(Nc1ccccc1O)c1ccc(NS(=O)(=O)c2cccc3cccnc23)cc1	-12*
112	Cc1ccc(-c2ccc(CCC(=O)Nc3ncc(Cc4ccc(F)cc4)s3)o2)cc1	97
113	C=CCN1C(=O)/C(=C\c2ccc(F)cc2)S/C1=N\NC(=O)C(CCSC)NC(=O)c1ccccc1 (stereo not drawn)	120
114	NS(=O)(=O)c1ccc(NCC/C(=N\O)c2ccccc2)cc1	100
115	CC(C)(C)CC(C)(C)Nc1c(-c2c(O)c3ccccc3oc2=O)nc2c(Cl)cc(C(F)(F)F)cn12	91
116	Cc1csc(/N=C(N)/N=C(\N)c2cccnc2)n1	66
117	COc1cc2oc(-c3cccc(NC(=O)c4ccc([N+](=O)[O-])cc4)c3)cc(=O)c2c(OC)c1OC	71
118	Oc1cc(Cl)ccc1Oc1ccc(Cl)cc1Cl	-25*
119	CCN(CC)CCCCCCCNc1nccc2ccccc12	102
120	COc1cc2c3c(n(CCCn4ccnc4)c(=O)c2cc1OC)-c1nc2c(cc1C3=O)OCO2	76
121	COc1ccc(C(O)C(NCCO)c2ccc(OC)cc2)cc1 (stereo not drawn)	87
122	C#CCOc1cc(N(CC)CC)ccc1C(C(=O)NC(C)(C)C)N(C(=O)C1CCc2cc(F)ccc2O1)c1cc(C)cc(C)c1 (stereo not drawn)	7.3*
123	C[C@H]1CCC/C=C/[C@@H]2C[C@H](O)C[C@H]2[C@H](O)/C=C/C(=O)N1	86
124	Cc1cc(NS(=O)(=O)c2ccccc2)ccc1O	103
125	C[C@@H]1CN[C@@H](C)CN1	117
126	COC1OC(CO)C(N=C(C)C)C1O (stereo not drawn)	105&60
127	CC(C)(C)C(=O)OC(CC(F)F)c1ccc2ccccc2c1 (stereo not drawn)	95
128	O=S(=O)(NCC(F)F)c1ccc(-c2cnc(C3CC3)o2)cc1	98
129	C=CC(=O)Nc1ccccc1	94
130	COc1ccccc1CCC(=O)N[C@@H]1CCCN(c2ccc(C(F)(F)F)cn2)C1	64
